GSK3beta inhib: human GSK3beta kinase inhibition; P49841; GST-GSK3beta kinase, ADP-Glo luminescence, 60 min; hits give low values; activity score (negative = inhibition), % at 10 µM; actives 0.038% (n = 300,000); AID 2097;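 active = more than half of replicate wells score below -50%, meaning over 50% inhibition versus plate controls; inconclusive = some replicates but at most half score below -50%; inactive = no replicate scores below -50%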;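 note: 0% = median DMSO wells and -100% = median GW8510 positive control wells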
Target sequence (P49841 whole entry, looked up): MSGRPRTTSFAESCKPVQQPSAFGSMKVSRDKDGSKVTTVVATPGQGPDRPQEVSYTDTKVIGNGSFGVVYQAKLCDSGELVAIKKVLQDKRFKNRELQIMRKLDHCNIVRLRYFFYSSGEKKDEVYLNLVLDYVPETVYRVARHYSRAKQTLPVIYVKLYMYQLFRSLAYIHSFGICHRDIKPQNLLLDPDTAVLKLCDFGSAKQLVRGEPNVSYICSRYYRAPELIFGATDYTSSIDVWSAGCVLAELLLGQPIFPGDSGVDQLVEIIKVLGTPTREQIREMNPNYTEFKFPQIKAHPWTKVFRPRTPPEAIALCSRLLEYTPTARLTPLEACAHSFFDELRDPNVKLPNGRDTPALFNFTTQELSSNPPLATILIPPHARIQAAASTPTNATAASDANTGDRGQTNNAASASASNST
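Test system: GST-tagged human GSK3beta kinase, cell-free; evaluation: activity score scaled between in-plate DMSO and GW8510 controls; measured by: ADP-Glo luminescence; incubation: 60 min reaction, RT; benchmarks: DMSO and 20 µM GW8510; reagent: peptide substrate plus 25 µM ATP (final); medium: Tris/MgCl2 kinase buffer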
aSyn UTR inh: 5' untranslated region of α-synuclein, MLPCN primary screen. alpha-synuclein 5'UTR reporter, inhibitor activity. inhibition, % (tested at 7.5 µM). actives 0.82% (n = 300,000). AID 1813; in the data active = inhibition above about 60%; inconclusive = no clear call, values can overlap the other calls;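 note: H4 neuroglioblastoma cells stably carrying SNCA 5'UTR luciferase fusion; 0% = DMSO wells and 100% = positive control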
IEC-6 cytotox: IEC-6 cytotoxicity, counter-screen for KLF5 inhibitors; actives 0.78% (n = 290,000); inhibition, % at 5 µM; luminescence viability; in the data active = inhibition above about 22%;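 note: 0% = plate median of test compound wells and 100% = cytotoxic reference compound wells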
HSF1 activator: increases HSF-1 driven luciferase reporter signal. NIH3T3-HGL HSF-1 luciferase reporter, MG132, 8 h; 100% = twice DMSO control signal. activation, % at 9 µM. actives 1.7% (n = 300,000);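 active = mean replicate activation of at least 50% with a set share of replicates each reaching 50%; inconclusive = only one of those two conditions met; inactive = mean below 50% and too few replicates reaching it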;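 note: 0% = median of the neutral control wells and 100% = twice that signal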
HSF1 inhib: HSF1 inhibition; activity change, negative = inhibition, % at 7.5 µM (by protocol); actives 0.77% (n = 300,000); NIH3T3-HGL HSE-luciferase, MG132-induced, luminescence 8 h; hits give low values;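 active = more than half of replicate wells show activity change below -50%, luminescence cut by over half; inconclusive = some wells, but at most half, below -50%; inactive = no replicate well below -50%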;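 note: luciferase reports HSF-1 transcriptional activity via heat shock element; 0% = median of DMSO wells and -100% = zero luminescence signal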
KLF5 inhibitor: inhibitors of KLF5 expression; DLD-1 KLF5 promoter-luciferase reporter, luminescence; inhibition, % at 5 µM; actives 0.23% (n = 290,000);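 active = inhibition above a per-plate limit of that plate's mean compound inhibition plus 3 SD, cut at about 60% in these data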;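 note: 0% = DMSO wells and 100% = LY294002 at 200 µM; higher means less KLF5 promoter-driven luciferase light; inactives centre near -14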
HSP90 refold inh: blocks HSP90-mediated luciferase refolding in reticulocyte lysate | Rabbit reticulocyte lysate, luciferase refolding luminescence, 3 h | AID 1789 | actives 0.91% (n = 290,000) | inhibition, % at 5.6 µM;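 active = inhibition above the screen-wide mean plus 3 SD, computed separately per campaign, cut at about 16% in these data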;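 note: 0% = DMSO wells and 100% = 60 µM geldanamycin wells; inhibitors lower the luminescence because luciferase stays unfolded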
GSK3A inh: blocks human GSK-3 alpha kinase; P49840; ADP-Glo luminescence, 60 min; inhibition, % at 10 µM; actives 0.1% (n = 320,000);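 in the data active = inhibition above about 50%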;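 note: GST-tagged GSK-3 alpha with peptide substrate and 25 µM ATP; 0% = DMSO neutral wells and 100% = GW8510 positive control wells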
Target sequence (P49840 whole entry, looked up): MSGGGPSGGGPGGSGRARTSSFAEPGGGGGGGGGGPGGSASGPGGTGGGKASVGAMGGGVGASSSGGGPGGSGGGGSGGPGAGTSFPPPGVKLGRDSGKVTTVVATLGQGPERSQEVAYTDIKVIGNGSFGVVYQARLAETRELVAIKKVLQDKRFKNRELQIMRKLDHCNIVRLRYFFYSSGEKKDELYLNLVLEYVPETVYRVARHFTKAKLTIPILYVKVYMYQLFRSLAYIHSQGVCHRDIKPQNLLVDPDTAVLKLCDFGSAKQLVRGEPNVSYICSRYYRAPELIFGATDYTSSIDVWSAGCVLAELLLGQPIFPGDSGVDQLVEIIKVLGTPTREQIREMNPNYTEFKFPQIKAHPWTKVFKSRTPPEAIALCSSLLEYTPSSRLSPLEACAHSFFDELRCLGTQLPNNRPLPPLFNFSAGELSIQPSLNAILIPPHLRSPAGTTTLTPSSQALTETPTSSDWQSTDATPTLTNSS
AI-2 QS mod: modulators of Vibrio harveyi AI-2 quorum sensing system. Vibrio harveyi JMH597 AI-2 luminescence/OD600 ratio, 9 h; hits give low values; strain lacks LuxN and CqsS sensors; 0 = neutral-control median. activity change, % at 7.5 µM. actives 0.4% (n = 300,000). AID 2094; in the data active = activity change below about -75%, passing the limit was not always enough; inconclusive = no clear call, values can overlap the other calls;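 note: luminescence divided by OD600 gain over 9 h not by final OD600 alone; inactives centre near 13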
HIF activator: HIF pathway transcriptional activation; activation, % at 7.5 µM (by protocol); U2OS HRE-luciferase reporter, luminescence; normalized: DMSO 0%, desferrioxamine 100%; actives 0.32% (n = 300,000); AID 1910;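 active = mean activation of at least 10% of the iron chelator positive control signal, with at least half of replicates also reaching 10%; inconclusive = mean and replicate majority disagree about reaching 10%; inactive = mean and most replicates under 10%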
The depositor's hits bear a star; ? = inconclusive; / = not tested or not shown.

Fields – GSK3beta inhib	aSyn UTR inh	IEC-6 cytotox	HSF1 activator	HSF1 inhib	KLF5 inhibitor	HSP90 refold inh	GSK3A inh	AI-2 QS mod	HIF activator
COc1ccc(Cl)cc1S(=O)(=O)NC(C)C(=O)NCc1cccnc1 (stereo not drawn)
  6	16	-1	-8	-1	8	-2	0	9	-1.0
O=C(c1cc2ccccc2o1)N1CCN(Cc2ccc3c(c2)OCO3)CC1
  -1	7	7	-6	-6	0	1	-3	5	?
O=C(C1CCN(S(=O)(=O)c2cccs2)CC1)N1CCN(Cc2ccccc2)CC1
  -4	37	2	3	-1	-47	-1	-1	5	0.3
NC(=O)COn1c(SCC(N)=O)nc2ccccc2c1=O
  2	10	2	2	-7	-9	5	3	25	0.1
COc1ccc(NC(=O)CN(C)C(=O)c2cc(S(=O)(=O)N(C)C)ccc2N2CCCC2)cc1
  1	-2	/	-5	0	/	/	0	17	0.4
N#CCCSc1ccccc1NC(=O)c1cc(=O)c2ccccc2o1
  -1	-4	13	5	-3	-4	2	-1	5	-0.1
CCOc1ccc(-c2n[nH]c(=S)o2)cc1
  2	2	4	4	5	2	3	-3	19	1.2
CC(=O)NC12CC3CC(C1)CC(C(=O)N1CCN(S(=O)(=O)c4ccc(Cl)s4)CC1)(C3)C2
  -2	1	1	3	6	9	-1	-2	-7	0.0
COc1cc(/C=C/C(=O)OCC(=O)Nc2sc3c(c2C#N)CCC(C)C3)ccc1OCC#N (stereo not drawn)
  1	-38	-7	1	0	-28	-3	1	15	2.4
Cc1ccc(NC(=O)c2cccc3cccnc23)cc1
  -1	-91	4	37	30	-132	-3	-1	2	5.4
O=C(c1ccc(Cl)cc1)C1CCCN(C(=O)c2csnn2)C1 (stereo not drawn)
  -2	5	-3	4	8	-12	0	2	9	-0.3
CCC(C)C(NC(=O)C(C)NC(=O)CNC(=O)OC(C)(C)C)C(N)=O (stereo not drawn)
  -4	-12	4	-3	2	-2	3	-2	14	0.0
CCn1nnnc1SCC(=O)N1CCc2ccccc21
  2	-57	-2	28	15	-38	-2	0	16	3.6
Nc1nc(SCC(=O)NCCO)nc2sc3c(c12)CCCC3
  -7	3	6	12	8	-27	2	2	16	0.2
CC1CCN(C(=O)C(=O)Nc2sc3c(c2C(N)=O)CC(C)(C)OC3)CC1
  6	6	-8	-9	6	1	-5	-4	21	-0.1
O=C(/C=C/c1cccc(F)c1)NCCCn1ccnc1
  1	-34	6	8	0	-52	2	-3	2	0.2
CCCc1cc(N2CCN(C(=O)c3ccco3)CC2)n2c(nc3ccccc32)c1C#N
  3	4	-2	-7	-3	-51	-4	4	21	-0.9
Cn1c(Cn2c(=O)sc3ccccc32)nnc1SCC(N)=O
  2	11	4	-6	-4	8	-2	-3	12	0.1
Cc1ccccc1C(=O)NNC(=O)c1ccc(Br)cc1
  3	-96	6	22	9	-85	2	1	13	1.2
N#C/C(=C\c1ccc(OC(=O)c2ccc(Cl)s2)cc1)c1nc2ccccc2[nH]1
  -1	-287	2	0	-5	-7	3	-1	2	0.4

4 entries from above, arranged by SMILES length, lowest first:
Fields – GSK3beta inhib	aSyn UTR inh	IEC-6 cytotox	HSF1 activator	HSF1 inhib	KLF5 inhibitor	HSP90 refold inh	GSK3A inh	AI-2 QS mod	HIF activator
Cc1ccccc1C(=O)NNC(=O)c1ccc(Br)cc1
  3	-96	6	22	9	-85	2	1	13	1.2
COc1ccc(Cl)cc1S(=O)(=O)NC(C)C(=O)NCc1cccnc1 (stereo not drawn)
  6	16	-1	-8	-1	8	-2	0	9	-1.0
O=C(c1cc2ccccc2o1)N1CCN(Cc2ccc3c(c2)OCO3)CC1
  -1	7	7	-6	-6	0	1	-3	5	?
COc1ccc(NC(=O)CN(C)C(=O)c2cc(S(=O)(=O)N(C)C)ccc2N2CCCC2)cc1
  1	-2	/	-5	0	/	/	0	17	0.4

(further entries)
Fields – GSK3beta inhib	aSyn UTR inh	IEC-6 cytotox	HSF1 activator	HSF1 inhib	KLF5 inhibitor	HSP90 refold inh	GSK3A inh	AI-2 QS mod	HIF activator
Cc1cccc(C)c1Nc1nnc(SC/C(O)=C(\C#N)c2nc3ccccc3[nH]2)s1
  -9	-46	2	4	8	-12	2	-1	27	-0.3
COc1cccc(-n2cc(CN(C)Cc3nc(Cc4cccc(F)c4)no3)cn2)c1
  1	4	5	-5	-3	-4	6	-3	24	-0.7
Cn1c(Oc2ccc(F)cc2)c(C=O)c2ccccc21
  0	-2	6	14	-14	1	2	-1	20	-0.5
Cc1nn(CC(=O)Nc2ccc(Cl)cn2)c(C)c1[N+](=O)[O-]
  -13	-3	0	8	-8	-2	-4	23	10	-51
Cc1ccc2nsnc2c1NC(=O)COc1ccccc1
  0	-18	0	9	-2	-19	-1	-2	1	-0.8
COc1ccc(NC(=O)CN2C(=O)COc3ccc(S(=O)(=O)N4CCOCC4)cc32)cc1
  -2	10	-8	-10	7	-34	-2	-1	18	-0.2
CC1Sc2ccc(S(=O)(=O)CCC(=O)N3CCN(c4ccccc4F)CC3)cc2NC1=O (stereo not drawn)
  2	5	2	-5	-4	-4	-2	0	/	0.3
CCC(=O)Nc1ccc(C(=O)Cn2ncc(Cl)c(Cl)c2=O)cc1
  2	-53	18	57*	42	28	-1	0	-30	4.2
COc1ccnc(Oc2ccc(C)cc2C)c1C#N
  -3	-41	8	-7	7	-35	-1	-2	-1	1.4
Cc1c(C)c(C)c(S(=O)(=O)N2CCSCC2)c(C)c1C
  0	31	-3	-3	-3	-29	1	-1	24	0.0
CCCCCCCCCCOC(=O)Cn1c(COc2ccccc2C)[n+](C)c2ccccc21
  -8	25	8	2	5	-40	6	24	208	-0.4
O=C(NC1CCCCNC1=O)c1ccccc1 (stereo not drawn)
  2	-6	3	-6	-10	-11	-4	-1	17	0.3
COc1ccc(C(=O)NCc2nnc(SCC(=O)N3CCC(C)CC3)o2)cc1
  3	3	-1	-35	-9	8	0	2	11	-0.3
O=C(O)C1CC1(c1ccccc1)c1ccccc1 (stereo not drawn)
  2	3	4	-11	-7	-3	1	-4	-5	0.4
CC(C)CN1CCC(=O)N([C@H](COc2ccccc2)c2ccccc2)CC1
  -3	3	2	-8	-2	-14	2	-1	-8	1.6
Cc1ccc(C(=O)NC2CC(C)(C)NC(C)(C)C2)cc1
  /	-4	2	-5	-3	-71	-4	-2	/	-0.5
N#C/C(=C\c1ccc(OCc2ccccc2)cc1)C(=O)Nc1nc2c(s1)CCN(Cc1ccccc1)C2
  0	-17	2	-3	0	-23	-3	/	24	1.6
CC(C)C(=O)Nc1cccc(S(=O)(=O)c2cccc(NC(=O)C(C)C)c2)c1
  -1	-9	1	16	5	12	3	20	27	-0.2
Cc1cc2ccccc2n1CCNC(=O)C1CCCCC1
  2	-9	-4	-3	-2	-19	-1	-1	26	0.1
CC(C)C[C@H]1CN=C(Nc2ccccc2)N1CC1CCCCC1
  5	-13	1	-5	1	-32	-5	-2	11	-0.4

One compound at a time, as listed above. Screens in order: GSK3beta inhib, aSyn UTR inh, IEC-6 cytotox, HSF1 activator, HSF1 inhib, KLF5 inhibitor, HSP90 refold inh, GSK3A inh, AI-2 QS mod, HIF activator
Results for Cc1nn(CC(=O)Nc2ccc(Cl)cn2)c(C)c1[N+](=O)[O-] : -13, -3, 0, 8, -8, -2, -4, 23, 10, -51
Results for Cc1ccc(C(=O)NC2CC(C)(C)NC(C)(C)C2)cc1 : /, -4, 2, -5, -3, -71, -4, -2, /, -0.5
Results for O=C(O)C1CC1(c1ccccc1)c1ccccc1 (stereo not drawn) : 2, 3, 4, -11, -7, -3, 1, -4, -5, 0.4

Additional compounds follow.
compound | GSK3beta inhib | aSyn UTR inh | IEC-6 cytotox | HSF1 activator | HSF1 inhib | KLF5 inhibitor | HSP90 refold inh | GSK3A inh | AI-2 QS mod | HIF activator
CC(C)C(=O)Nc1c(C(=O)c2ccc(F)cc2)oc2ccccc12 | 0 | 28 | 1 | -13 | -7 | 6 | -1 | 0 | 9 | 0.1
COc1ccc(-n2cnnc2SCC(=O)Nc2cc(S(=O)(=O)N3CCCCC3)ccc2C)cc1 | 1 | 5 | 10 | 3 | -2 | -3 | 0 | / | 9 | -3.0
Cc1ccsc1C1C(C#N)=C(N)N(N(C)C)C2=C1C(=O)CCC2 (stereo not drawn) | -2 | 1 | -2 | 9 | -3 | -6 | 0 | 1 | 18 | -0.5
COc1ccc(N2C(=O)C(Cl)=C(N3CCCC(C)C3)C2=O)cc1 (stereo not drawn) | -1 | -13 | 2 | -7 | 0 | -15 | 1 | -2 | -13 | 1.6
Cc1ccc(NC(=O)CCCNC(=O)c2ccc(Cl)cc2)c(Br)c1 | -2 | 30 | -4 | 30 | 8 | -17 | 4 | -2 | 19 | -35
C=CCNC(=O)/C(C#N)=C/c1ccccc1[N+](=O)[O-] | 4 | -34 | 5 | 7 | 0 | 8 | 1 | 3 | 19 | -0.2
COc1ccc(C(C(=O)NC2CCCC2)N(CCN2CCOCC2)C(=O)c2ccc(OC)c(OC)c2)cc1 (stereo not drawn) | 2 | 11 | 4 | -10 | -4 | -28 | 7 | -1 | 21 | -0.1
COc1ccc(CCN(C(=O)c2snc(C(N)=O)c2N)C(C(=O)NCC2CCCO2)c2ccc(F)cc2)cc1OC (stereo not drawn) | 3 | -4 | -6 | -9 | 2 | -40 | -5 | / | 1 | 1.5
COC(=O)C1CCN(C(=O)c2c(-c3ccccc3Cl)noc2C)CC1 | 2 | -14 | -1 | 0 | 8 | -18 | 9 | 0 | 3 | 0.2
O=C(O)c1cc2c(cc1Cl)N1CCCCCC1=NS2(=O)=O | -3 | 3 | 3 | -10 | 2 | -22 | -3 | -1 | 9 | -0.4
CCC(c1nnnn1C(C)(C)CC)N(CCCO)Cc1cc2cc(C)cc(C)c2[nH]c1=O (stereo not drawn) | 1 | 2 | -2 | 1 | 5 | -3 | 5 | / | 0 | -0.7
COc1ccc2ccccc2c1CNCCN1CCOCC1 | 1 | 7 | 3 | ? | 33 | -9 | 2 | -1 | 10 | 1.2
COc1ccc(NS(=O)(=O)c2cc(NC(=O)c3ccc(=O)[nH]c3)ccc2N2CCOCC2)cc1 | 0 | 7 | 4 | 1 | -6 | -15 | -2 | 1 | 21 | -0.3
Cc1cc(C)cc(C(=O)NC(CC(N)=O)c2ccc(NC3CCCCCCC3)c([N+](=O)[O-])c2)c1 (stereo not drawn) | 1 | 9 | 0 | -11 | 2 | 5 | -1 | 1 | 10 | -0.1
COc1ccccc1OCCCn1cc(C#N)c2ccccc21 | -2 | 3 | 0 | 13 | 8 | -9 | 6 | 2 | 18 | 0.1

Hits appear at their usual frequency. Share with any hit: about 4.7%.
